High-throughput results deposited in PubChem by several laboratories.
TRPC4 PAM: positive allosteric modulators of TRPC4, primary screen, cell-based, mouse TRPC4beta, HEK293 mu-opioid, Fluo-4 calcium. Short transient receptor potential channel 4 (Mus musculus), Q9QUQ5. DAMGO EC20, Fluo-4 Ca2+ flux; stronger effect = higher value. B-score at 10 µM. 310,000 compounds, 0.42% hits. AID 2227, 2009;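 active means B-score of calcium response area above 5 SD of library B-scores, with initial fluorescence ratio within 5 SD of library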;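 further: B-score of integrated fluorescence ratio over time as area under calcium response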
TRPC4 agonist: activators of mouse TRPC4 channel, primary screen, Fluo4 calcium, HEK293 TRPC4beta/mu-opioid cells | Fluo4 calcium fluorescence; stronger effect = higher value | B-score at 10 µM | AID 2237, 2010 | Short transient receptor potential channel 4 (Mus musculus), Q9QUQ5 | 310,000 compounds, 0.49% hits;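 active means B-score above 5 SD of library B-scores, and initial fluorescence ratio not above library mean plus 5 SD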;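 further: positive B-score marks a calcium rise read as TRPC4 activation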
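System – HEK293 cells stably co-expressing mouse TRPC4beta and mu-opioid receptor · Signal – Fluo4 calcium-sensitive dye fluorescence, kinetic, 1 Hz baseline · Benchmarks – buffer (low) and maximal DAMGO (high) · Read-out – B score of integrated fluorescence ratio per well · Incubation – dye loading 45 min room temperature, 110 s kinetic read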
ANO1 block: TMEM16A chloride channel inhibitors, primary screen, cell-based, HTS | normalized B-score (activity score, 25-100; higher = stronger inhibition) at 10 µM | AID 588511, 2011 | Anoctamin-1 (Mus musculus), Q8BHY3 | HEK293 TMEM16A/YFP iodide influx fluorescence, ionomycin | 310,000 compounds, 1.2% hits;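 active means ratio plate-corrected score three or more library SD toward inhibition, starting fluorescence score within five deviations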;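 further: score derived from kinetic fluorescence span divided by baseline fluorescence per well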
TRPC6 act: mouse TRPC6 channel activators, primary screen, cell-based, HEK293, membrane potential dye; Short transient receptor potential channel 6 (Mus musculus), Q61143; HEK293-TRPC6 membrane potential dye fluorescence; stronger effect = higher value; B-score at 10 µM; 310,000 compounds, 0.13% hits; AID 2550, 2010;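 active means B-score of the integrated fluorescence ratio above library mean plus 3 SD, and starting fluorescence ratio within library mean plus 5 SD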;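 further: higher score means more depolarization so channel activation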
Target sequence (Q61143 whole entry, looked up): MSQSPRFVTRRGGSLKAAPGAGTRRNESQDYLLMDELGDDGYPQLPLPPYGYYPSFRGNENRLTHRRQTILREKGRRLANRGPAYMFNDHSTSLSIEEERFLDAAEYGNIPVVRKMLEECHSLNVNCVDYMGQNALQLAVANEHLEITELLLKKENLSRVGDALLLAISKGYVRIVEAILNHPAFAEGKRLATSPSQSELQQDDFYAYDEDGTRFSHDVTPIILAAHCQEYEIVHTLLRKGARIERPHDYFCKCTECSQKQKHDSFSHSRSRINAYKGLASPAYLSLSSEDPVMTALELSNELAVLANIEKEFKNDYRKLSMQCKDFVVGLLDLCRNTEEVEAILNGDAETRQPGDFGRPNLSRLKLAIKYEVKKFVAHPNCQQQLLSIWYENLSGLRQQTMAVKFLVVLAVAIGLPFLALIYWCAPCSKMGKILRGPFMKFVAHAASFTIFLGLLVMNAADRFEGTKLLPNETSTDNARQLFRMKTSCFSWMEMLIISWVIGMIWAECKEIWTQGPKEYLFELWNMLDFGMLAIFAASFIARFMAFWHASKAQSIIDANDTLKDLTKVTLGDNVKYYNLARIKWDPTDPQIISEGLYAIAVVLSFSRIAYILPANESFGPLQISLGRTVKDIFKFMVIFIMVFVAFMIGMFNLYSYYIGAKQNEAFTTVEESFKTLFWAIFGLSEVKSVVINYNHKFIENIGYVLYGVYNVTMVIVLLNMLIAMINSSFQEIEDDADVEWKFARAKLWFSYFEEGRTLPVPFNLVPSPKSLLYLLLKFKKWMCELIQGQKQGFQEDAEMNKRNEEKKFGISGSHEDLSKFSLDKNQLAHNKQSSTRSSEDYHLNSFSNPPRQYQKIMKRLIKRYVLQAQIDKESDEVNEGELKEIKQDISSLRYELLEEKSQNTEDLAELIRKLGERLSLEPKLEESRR
MrgX1 PAM: positive allosteric modulators of MrgX1, primary screen, HEK293 cells, Fluo-4 calcium flux; FDSS; stronger effect = higher value; B-score at 10 µM; 310,000 compounds, 0.63% hits;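 active means plate-corrected calcium response at least 3 library SD above typical, normal starting fluorescence, not activating the receptor alone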;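 further: compound read alongside a low EC10 to EC30 dose of BAM8-22 agonist; peak minus trough fluorescence over baseline measured at the second addition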
TRPC4 inh: inhibitors of mouse TRPC4 channel, primary screen, Fluo4 calcium, HEK293 TRPC4beta/mu-opioid cells | Short transient receptor potential channel 4 (Mus musculus), Q9QUQ5 | DAMGO-evoked Fluo4 calcium flux; stronger effect = lower value | B-score at 10 µM | 300,000 compounds, 0.39% hits | AID 2247, 2010;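 active means B-score over 3 SD under the library average, no early fluorescence shift, positive overall ratio signal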
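Assay system: HEK293 cells with stable TRPC4beta plus mu-opioid receptor expression; Probe or stimulus: DAMGO in two steps, submaximal then maximal; Dosing: single-point compound dosing; Measured by: Fluo4 calcium-dye fluorescence, kinetic read; Read-out basis: B score from integrated Fluo4 fluorescence ratio.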
TRPC6 inhibitor: mouse TRPC6 channel inhibitors, primary screen, cell-based, HEK293, membrane potential dye; 310,000 compounds, 1.1% hits; Short transient receptor potential channel 6 (Mus musculus), Q61143; ACh-evoked depolarization; stronger effect = lower value; B-score at 10 µM;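 active means B-score under library mean minus 3 SD, initial fluorescence not abnormally high, positive integrated signal ratio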;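 further: B-score derived from integrated fluorescence ratio over the kinetic read; more negative B-score means stronger inhibition of depolarization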
MrgX1 antagonist: antagonists of human MrgX1 receptor, primary screen, HEK293 cells, Fluo-4 calcium flux; Mas-related G-protein coupled receptor member X1 (Homo sapiens), Q96LB2; B-score at 10 µM; BAM8-22 antagonism; stronger effect = lower value; 310,000 compounds, 1.3% hits;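 active means calcium-response B-score plate-corrected more than 3 library SD below zero, starting fluorescence within 5 deviations, no agonist response on first addition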;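 further: peak minus trough fluorescence over baseline after final BAM8-22 challenge near maximal dose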
TMEM16A act: TMEM16A chloride channel activators or potentiators, primary screen, cell-based, HTS. 340,000 compounds, 0.3% hits. Anoctamin-1 (Mus musculus), Q8BHY3. HEK293 TMEM16A/YFP-H148Q/I152L, iodide quench fluorescence; stronger effect = lower value. B-score at 10 µM;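 active means fluorescence-ratio B-score plate-corrected deviation score at least 3 library SD below zero, with starting fluorescence score within 5 deviations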;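 further: channel opened by trigger with iodide after compound preincubation; score built on the fluorescence ratio of max minus min over baseline; more negative score means more quench and so TMEM16A activation or potentiation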
SKKanGAS inh: S. pyogenes SKKanGAS growth inhibitors in kanamycin, primary screen, streptokinase expression inhibitor project, SKKanGAS strain, BacTiter-Glo luminescence; 300,000 compounds, 1.3% hits; 6 h; inhibition, % at 7.5 µM;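 active means mean replicate score, as percent of positive control median, at least 50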;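 further: strain carries kanamycin resistance gene driven by streptokinase promoter and grows in 40 µg/ml kanamycin; loss of luminescence reflects streptokinase promoter inhibition or plain growth inhibition; 0% = median of DMSO wells and 100% = positive control at its reference dose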
MrgX1 agonist: agonists of human MrgX1 receptor, primary screen, HEK293 cells, Fluo-4 calcium flux; Mas-related G-protein coupled receptor member X1 (Homo sapiens), Q96LB2; Fluo-4 calcium fluorescence, agonist mode; stronger effect = higher value; B-score at 10 µM; 310,000 compounds, 0.44% hits;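 active means calcium response B-score plate-corrected fluorescence ratio at least 3 library SD, with starting fluorescence B-score inside 5 SD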
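Material – MrgX1-expressing HEK293 cells · Input – 15,000 cells seeded per well · Dosing – compound as first of three additions · Times – overnight seeding, then 1 h dark dye loading · Measured by – kinetic Fluo-4 NW fluorescence of intracellular calcium · Read-out – B-scored fluorescence response ratio · Benchmarks – positive and negative control wells on each plate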
An asterisk follows results filed as active; i = inactive; . = not tested or not shown.

SMILES | TRPC4 PAM | TRPC4 agonist | ANO1 block | TRPC6 act | MrgX1 PAM | TRPC4 inh | TRPC6 inhibitor | MrgX1 antagonist | TMEM16A act | SKKanGAS inh | MrgX1 agonist
CCOc1cc(C(c2c(C)[nH][nH]c2=O)c2c(C)[nH][nH]c2=O)ccc1OCc1ccc([N+](=O)[O-])cc1 | i | i | i | i | i | i | i | i | i | -2 | i
Cc1cnc(=O)[nH]c1SCC(=O)c1ccc(F)cc1 | i | i | i | i | i | i | i | i | i | -6 | i
Cc1ccccc1NC(=O)Cc1c[nH]c2ccccc12 | i | i | i | i | i | i | i | i | i | 2 | i
CCc1nc(SCC(=O)O)c2c3c(sc2n1)COC(C)(C)C3 | i | i | i | i | i | i | i | i | i | 2 | i
Cc1ccc(OCC(=O)N/N=C/c2cccnc2)cc1 | i | i | i | i | i | i | i | i | i | -8 | i
CCCCn1c(N)c(NCCC(C)C)c(=O)[nH]c1=O | . | . | i | . | i | . | . | i | i | . | i
COc1cccc(OC)c1C(=O)Nc1ccc(N2CCCC2)cc1 | i | i | i | i | i | i | i | i | i | 3 | i
C#CCOCCOCCOCCNc1nc(N2CCN(C(=O)[C@H](Cc3ccc(O)cc3)n3cc([C@@H](N)C(C)CC)nn3)CC2)nc(N2CCN(C(=O)[C@H](CCCCN)n3cc([C@@H](N)CC(C)C)nn3)CC2)n1 (stereo not given in full) | i | i | i | i | i | i | i | i | . | 0 | i
CCOc1cc(NC(=S)N2CCC(C(N)=O)CC2)c(C(=O)OC)cc1OCC | i | i | i | i | i | i | i | i | i | 2 | i
COc1ccc(C(=O)Nc2cccc(C(C)=O)c2)cc1OC | i | i | i | i | i | i | i | i | i | -5 | i
COc1ccccc1N(C(=O)CN1C(=O)c2ccccc2S1(=O)=O)C(C(=O)NCC1CCCO1)c1ccc(F)cc1 (stereo not given) | i | i | i | i | i | i | i | i | i | -5 | i
COc1ccc(C)cc1N(C(=O)c1ccc(F)cc1)c1nc2ccccc2s1 | i | i | i | i | i | i | i | i | i | 13 | i
COc1ccc(C(=O)N/C(=C\c2cn(C)c3ccccc23)C(=O)OCC(C)C)cc1 | i | i | i | i | i | i | i | i | i | 16 | i
COCCNc1nc(-c2cc(-c3ccccc3)on2)cc(C(C)C)n1 | i | i | i | i | i | i | i | i | i | 2 | i
Cc1cc(C)nc(NS(=O)(=O)c2ccc(NC(=O)c3ccc(S(=O)(=O)N(C)C)cc3)cc2)n1 | i | i | i | i | i | i | i | i | i | -1 | i
Cc1cccc(NC(=O)CC(C)S(=O)(=O)c2ccc3c(c2)NC(=O)CO3)c1C (stereo not given) | i | i | i | i | i | i | i | i | i | 3 | i
Cc1nn(CC(=O)O)c2ccccc12 | i | i | i | i | i | i | i | i | i | 2 | i
CC(Oc1ccccc1)C(=O)N=C1SC2CS(=O)(=O)CC2N1Cc1ccc(F)cc1 (stereo not given) | i | i | i | i | i | i | i | i | i | 0 | i
C=C(C)n1c(=O)n(Cc2ccccc2C)c2ccccc21 | i | i | i | i | i | i | i | i | i | 16 | i
O=C(COC(=O)c1ccc(S(=O)(=O)NCc2ccco2)cc1)Nc1ccc(Cl)cn1 | i | i | i | i | 8.1* | i | i | i | i | -19 | i
CCN(C1CCCCC1)S(=O)(=O)c1ccc(S(=O)(=O)NCCc2ccncc2)cc1 | i | i | i | i | i | i | i | i | i | -10 | i
Cc1cccc(C)c1OCc1nnc(SCC(=O)Nc2cccc(C(=O)N3CCOCC3)c2)n1C | i | i | i | i | i | i | i | i | i | -3 | i
CCCc1ccc(S(=O)(=O)N/N=C\c2ccc3c(c2)OCO3)cc1 | i | i | i | i | i | i | i | i | i | 26 | i
CCN(CCNC(=O)Cn1cc2c(n1)CCCC2)c1ccccc1 | i | i | i | i | i | i | i | i | i | -5 | i
CCCCN1C(=S)SC(C)(C)C1/[N+]([O-])=C/c1cccnc1 (stereo not given) | i | i | i | i | i | i | -6.6* | i | i | 2 | i
COc1ccc(C(=O)Nc2ccnn2C2CCN(C(=O)CCC(F)(F)F)CC2)cc1 | i | i | i | i | i | i | i | i | i | 4 | i
Cc1ccc(C2=NN(C(=O)c3cccs3)C(c3ccccc3O)C2)cc1 (stereo not given) | i | i | i | i | i | i | i | i | i | 1 | i
CC(C)(C)OC(=O)CN1C(=O)C(Sc2n[nH]c(-c3ccccc3)n2)CCc2ccccc21 (stereo not given) | i | i | i | i | i | i | i | i | i | -6 | i
Cc1nc2ccccc2c2oc(C(=O)Nc3ccc4c(c3)OCCO4)cc12 | i | i | i | i | i | i | i | i | i | -3 | i
Cc1ccc(CC(=O)NC(C)CCc2ccccc2)cc1 (stereo not given) | i | i | i | i | i | i | i | i | i | -3 | i
CCOC(=O)c1cnc2c(C)cccc2c1NCCc1ccc(OC)c(OC)c1 | i | i | i | i | i | -6* | i | i | i | -4 | i
O=C(CCc1ccc(S(=O)(=O)NC2CCCCC2)cc1)N(Cc1ccccc1)Cc1ccccc1 | i | i | i | i | i | i | i | i | i | 11 | i
Cc1cc(N(C)C)c(C#N)c(=O)[nH]1 | i | i | i | i | i | i | i | i | i | 3 | i
N/C(=N\N=C\c1ccc([N+](=O)[O-])cc1)c1nonc1N | i | i | i | i | i | i | i | i | i | 41 | i
Cc1ccc2nc(SC(C)C(=O)N3CCCC3)[nH]c2c1 (stereo not given) | i | i | i | i | i | i | i | i | i | 3 | i
O=C(NCc1ccco1)C1CC(c2cc(C(F)(F)F)cc(C(F)(F)F)c2)=NO1 (stereo not given) | i | i | i | i | i | i | i | i | i | 1 | i

No new results follow: 2 of the compounds above.
SMILES | TRPC4 PAM | TRPC4 agonist | ANO1 block | TRPC6 act | MrgX1 PAM | TRPC4 inh | TRPC6 inhibitor | MrgX1 antagonist | TMEM16A act | SKKanGAS inh | MrgX1 agonist
Cc1ccc2nc(SC(C)C(=O)N3CCCC3)[nH]c2c1 (stereo not given) | i | i | i | i | i | i | i | i | i | 3 | i
O=C(NCc1ccco1)C1CC(c2cc(C(F)(F)F)cc(C(F)(F)F)c2)=NO1 (stereo not given) | i | i | i | i | i | i | i | i | i | 1 | i

More records
SMILES | TRPC4 PAM | TRPC4 agonist | ANO1 block | TRPC6 act | MrgX1 PAM | TRPC4 inh | TRPC6 inhibitor | MrgX1 antagonist | TMEM16A act | SKKanGAS inh | MrgX1 agonist
O=C1COc2ccc(NC(=O)N3CCN(c4ccc(F)cc4)CC3)cc2N1 | i | i | i | i | i | i | i | i | i | -5 | i
Cc1cnc(C(=O)OCC(=O)N(Cc2ccccc2)C(C)C)cn1 | i | i | i | i | i | i | i | i | i | . | i
N#Cc1cn(CC(=O)N2CCc3ccccc3C2)c2ccccc12 | i | i | i | i | i | . | i | i | i | 5 | i
COc1ccc2[nH]c(=O)c(CN(Cc3cccs3)C(=S)NCC3CCCO3)cc2c1 (stereo not given) | i | i | i | i | i | i | i | i | i | 2 | i
CCc1c(C)sc(NC(=O)C2CCCO2)c1C#N (stereo not given) | i | i | i | i | i | i | i | i | i | 0 | i
Cc1ccc(C)c(N2CCN(C(=O)C3CCC3)CC2)c1 | i | i | i | i | i | i | i | i | i | 3 | i
O=C(c1ccco1)N(Cc1ccccc1)Cc1ccccn1 | i | i | i | i | i | i | i | i | i | 17 | i
O=C(CCCn1cc([N+](=O)[O-])cn1)N1CCCCC1 | i | i | i | i | i | i | i | i | i | -6 | i
CC(C)(C)C(=O)Cn1c[n+](N)cn1 | i | i | i | i | i | i | i | i | i | 4 | i
CCn1c2ccccc2c2cc(C3N=C(N)Nc4nc5ccccc5n43)ccc21 (stereo not given) | i | i | i | i | i | i | i | i | i | -6 | i
COc1ccc(CNC(=O)c2ccc(N3CCOCC3)c([N+](=O)[O-])c2)cc1 | i | i | i | i | i | i | i | i | i | -5 | i
O=C(c1cc2ccccc2oc1=O)N(Cc1ccc(F)cc1)C1CCS(=O)(=O)C1 (stereo not given) | i | i | i | i | i | i | i | i | i | 3 | i
COc1ccc(CNC(=O)CSc2nnc3c(n2)[nH]c2ccc(F)cc23)cc1 | i | i | i | i | i | i | i | i | i | -1 | i
O=C(O)c1cccc(-n2cccc2/C=C2\SC(=O)N(Cc3ccccc3F)C2=O)c1 | i | i | i | i | i | i | i | i | i | 32 | i
O=C(CSc1nc(-c2ccc(F)cc2)cs1)N1CCN(C(=O)c2ccco2)CC1 | i | i | i | i | i | i | i | i | i | -8 | i
COc1ccc(NC(=O)CSc2ccc(-c3ccco3)nn2)cc1 | i | i | i | i | i | i | i | i | i | 8 | i
Cc1ccc(OCCNC(=O)/C=C/c2ccccc2)cc1 | i | i | i | i | i | i | i | i | i | -3 | i
O=C(Nc1cccc(C(F)(F)F)c1)c1cc(-c2ccco2)on1 | i | i | i | i | i | i | i | i | i | 0 | i
C/C(=N/NC(=O)c1cnccn1)c1ccncc1 | i | i | i | i | i | i | i | i | i | -9 | i
CCN(CC)S(=O)(=O)c1cccc(-c2n[nH]c(=S)n2/N=C/c2ccc(OC(F)F)cc2)c1 | i | i | i | i | i | i | i | i | i | 39 | i
COCc1ccc(CN2CCCC(CO)(Cc3ccccc3C)C2)o1 (stereo not given) | i | i | i | i | i | i | i | i | i | -1 | i
Nc1c(O)cccc1C(=O)O | i | i | i | i | i | i | i | i | i | -6 | i
